COUP-TFII inh: inhibitors of human COUP-TFII (NR2F2). AID 686940. HEK293T NGFI-A luciferase reporter, luminescence. inhibition, % at 8.6 µM. 370,000 compounds, 0.7% hits. P24468;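 active = inhibition above a per-plate cutoff, mean inhibition of test wells between control levels plus 3 SD, cut at about 38% in these data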;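 also: cells cotransfected with COUP-TFII expression vector driving the NGFI-A reporter; 0% = median of COUP-TF2 test wells and 100% = reporter-only cells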
NR5A2 inv ag: suppresses constitutive activity of human LRH-1 | inhibition, % at 3.6 µM | O00482 | HEK293T StAR-luciferase reporter, LRH-1 transfected, 24 h | 360,000 compounds, 0.13% hits;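 active = inhibition above the mean inhibition of all tested compounds plus 3 SD, cut at about 73% in these data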;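 also: 0% = DMSO wells and 100% = reporter-only cells lacking LRH-1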
Target sequence (O00482 whole entry, looked up): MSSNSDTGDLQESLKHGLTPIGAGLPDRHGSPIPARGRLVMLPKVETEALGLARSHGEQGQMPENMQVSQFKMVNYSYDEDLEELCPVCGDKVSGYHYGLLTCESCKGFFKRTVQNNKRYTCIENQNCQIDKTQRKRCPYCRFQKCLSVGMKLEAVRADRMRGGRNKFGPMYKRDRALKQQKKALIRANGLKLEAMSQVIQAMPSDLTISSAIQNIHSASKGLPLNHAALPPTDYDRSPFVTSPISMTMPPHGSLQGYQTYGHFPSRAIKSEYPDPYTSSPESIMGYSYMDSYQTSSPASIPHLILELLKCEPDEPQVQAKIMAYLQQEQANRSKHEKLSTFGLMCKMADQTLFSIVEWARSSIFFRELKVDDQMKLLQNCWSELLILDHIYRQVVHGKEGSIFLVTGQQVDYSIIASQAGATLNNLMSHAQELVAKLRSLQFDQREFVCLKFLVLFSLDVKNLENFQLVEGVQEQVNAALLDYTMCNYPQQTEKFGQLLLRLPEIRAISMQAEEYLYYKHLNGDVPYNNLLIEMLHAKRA
EBV LMP1 NFkB: inhibitors of Epstein-Barr LMP1-induced NF-kappaB reporter; LMP1-induced NF-kappaB luciferase reporter cells, luminescence; inhibition, % at 12.5 µM; 350,000 compounds, 0.69% hits; AID 504558; in the data active = inhibition above about 41%;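 also: 0% = neutral control wells and 100% = reference inhibitor control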
TLR9-MyD88 inh: blocks human TLR9 binding to MyD88; CHO BLA complementation TLR9-MyD88, CCF4 FRET ratio; inhibition, % at 4.98 µM; 340,000 compounds, 0.21% hits;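 active = inhibition above the mean over all tested compounds plus 3 SD, cut at about 21% in these data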;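 also: 0% = DMSO only wells and 100% = clavulanate BLA inhibitor control wells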
TROY NFkB inh: inhibitors of TROY-dependent NF-kB signaling. Q293 LMP1-TROYcd NF-kB luciferase reporter, 4 h. 360,000 compounds, 0.98% hits. inhibition, % at 10 µM;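 active = compounds whose plate-normalised and pattern-corrected inhibition of the luciferase reporter signal at the single screening dose is 50% or more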
SRC3 inh: inhibitors of human steroid receptor coactivator 3 (SRC3). HEK293 GAL4-SRC3 luciferase reporter, luminescence. 360,000 compounds, 0.17% hits. inhibition, % at 3.6 µM. Q9Y6Q9;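 active = inhibition above a per-campaign cutoff, the mean of all compounds plus 3 SD, cut at about 60% in these data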;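 also: 0% = DMSO-treated cells and 100% = gossypol-treated cells at 36 µM; higher means less SRC3-driven luciferase light from the GAL4 reporter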
NCOA1 inh: inhibitors of human steroid receptor coactivator 1 (SRC1); Q15788; HEK293 GAL4-SRC1 luciferase reporter, luminescence; inhibition, % at 3.6 µM; 360,000 compounds, 0.12% hits;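 active = inhibition above the campaign mean plus 3 SD, with each screening campaign given its own cutoff, cut at about 60% in these data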;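 also: 0% = DMSO treated cells and 100% = gossypol at 36 µM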
SRC2 inh: human SRC2 (NCOA2) inhibition | 370,000 compounds, 0.17% hits | AID 651957 | inhibition, % at 9 µM | HEK293 GAL4-SRC2 luciferase reporter, luminescence | Q15596;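 active = inhibition above the mean inhibition of all tested compounds plus 3 SD, set per campaign, cut at about 52% in these data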;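 also: 0% = DMSO treated cells and 100% = cells given Gossypol at 36 µM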
NOD2 RIPK2 PPI: NOD2-RIPK2 protein interaction inhibition; O43353; AID 624267; inhibition, % at 4.98 µM; 360,000 compounds, 0.38% hits; CHO BLA complementation NOD2-RIPK2, CCF4 ratio; in the data active = inhibition above about 21%;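 also: 0% = vehicle only and 100% = reference blocker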
Target sequence (O43353 whole entry, looked up): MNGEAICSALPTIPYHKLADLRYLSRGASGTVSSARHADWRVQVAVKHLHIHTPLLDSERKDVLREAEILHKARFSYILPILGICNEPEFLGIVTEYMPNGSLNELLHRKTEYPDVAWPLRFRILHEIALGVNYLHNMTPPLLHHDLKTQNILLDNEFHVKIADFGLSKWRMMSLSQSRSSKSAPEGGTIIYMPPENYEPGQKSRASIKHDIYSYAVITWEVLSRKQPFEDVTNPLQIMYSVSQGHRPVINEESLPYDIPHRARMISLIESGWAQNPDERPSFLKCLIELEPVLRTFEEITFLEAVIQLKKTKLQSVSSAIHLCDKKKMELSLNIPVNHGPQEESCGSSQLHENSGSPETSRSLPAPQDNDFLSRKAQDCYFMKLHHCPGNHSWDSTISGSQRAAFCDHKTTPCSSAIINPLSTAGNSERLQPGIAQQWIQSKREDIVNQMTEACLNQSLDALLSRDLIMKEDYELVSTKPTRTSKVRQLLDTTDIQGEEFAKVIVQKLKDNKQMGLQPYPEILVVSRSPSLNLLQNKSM
C8 TRAIL sens: caspase-8 TRAIL sensitization. AID 624354. inhibition (viability loss, TRAIL sensitization), % at 10 µM. 360,000 compounds, 1% hits. NB7+C8 cells + TRAIL, ATPlite viability luminescence;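 active = compounds causing at least 50% loss of cell viability in the single-dose screen, relative to plate controls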
Vif inh: blocks HIV Vif function; HEK293T cells, Vif self-association by quenched fluorescence, imaging, 24 h; inhibition, % at 7.49 µM; 340,000 compounds, 0.35% hits; in the data active = inhibition above about 50%, passing the limit was not always enough; also: some results filed as inactive read as strong as hits
Numbers without * were called inactive; . = not tested or not shown. Not all compounds are listed; rates above refer to the full screens.

Results follow in this order: COUP-TFII inh	NR5A2 inv ag	EBV LMP1 NFkB	TLR9-MyD88 inh	TROY NFkB inh	SRC3 inh	NCOA1 inh	SRC2 inh	NOD2 RIPK2 PPI	C8 TRAIL sens	Vif inh
#1 COc1ccc(/C=C/c2noc(-c3ccccc3O)n2)cc1
    -22	-58	3	1	38	-82	-87	-65	-2	21	9
#2 CNC(=S)NNc1nc(N2CCOCC2)nc(N2CCOCC2)n1
    6	4	-13	-7	8	-7	6	8	-6	0	28
#3 CC(C)(C)[C@H]1COC(=O)CC/C=C\C[C@@H](CC(=O)N(CCO)Cc2ccccc2)C(=O)N1
    -2	20	2	-10	-3	2	8	-4	-9	6	0
#4 C=CCNCCCCOc1ccc(Br)cc1C
    -7	-22	-3	5	-3	13	-1	-15	-5	6	14
#5 CC[C@@H]1CC2=C(C(=O)OC(C)(C)O2)[C@H](c2ccc(F)cc2)O1
    -10	2	.	.	1	15	-1	1	-3	-11	.
#6 CC(=O)Nc1ccc(S(=O)(=O)NCC(=O)OCC(=O)N2CCN(c3ccccc3)CC2)cc1
    -4	26	5	-4	1	9	-44	-15	-5	-7	2
#7 COc1ccc(S(=O)(=O)Cc2ccc(C(=O)N3CCN(c4ncccn4)CC3)o2)cc1
    10	-2	-6	3	-19	-22	-10	5	-3	11	1
#8 COc1cccc(CNC(=O)c2cc(S(=O)(=O)N3CCCC3)cn2C)c1
    11	10	-4	1	-2	18	2	19	6	7	-8
#9 Nc1ccc(C(=O)OCC(=O)N2CCN(C(=O)c3ccco3)CC2)cc1[N+](=O)[O-]
    8	-1	-3	-1	-30	21	-12	-16	-2	-3	-4
#10 COc1ccc(S(=O)(=O)N(C)C[C@H]2Oc3ccc(NS(=O)(=O)c4cccs4)cc3CC(=O)N([C@H](C)CO)C[C@H]2C)cc1
    1	5	6	-4	-25	9	-1	-18	-25	-4	-5
#11 Fc1cccc(C2CCCCN2Cc2nc(C3CC3)no2)c1 (stereo not drawn)
    -10	-1	0	-6	-19	-3	-9	28	-4	3	1
#12 COC(=O)c1ccc(Oc2nc(NC(C)C)nc(SC)n2)cc1
    4	-34	4	-6	-30	4	-2	-23	-5	6	-5
#13 CCOC(=O)CCn1c(=S)n(CCC(=O)OCC)c2ccccc21
    4	5	-4	7	4	18	14	-6	5	0	0
#14 O=C1CC(c2ccccc2Cl)C2=C(COC2=O)N1 (stereo not drawn)
    11	6	-4	3	5	-22	-21	-17	0	1	-2
#15 C#CCNC(=O)C1=C[C@H](C2CCCCC2)C[C@H](OCc2ccc(CO)cc2)O1
    2	-25	-3	-4	5	-22	-11	-14	2	-18	-8
#16 COc1c([N+](=O)[O-])c(=O)oc2ccccc12
    4	6	-12	-1	1	1	10	11	1	-15	-1
#17 CCN(CC)C(=O)COc1coc(CN2CCN(c3cccc(Cl)c3)CC2)cc1=O
    -4	2	0	-7	-8	5	22	-10	0	-14	2
#18 O=C(Nc1ccccc1)C1=C[C@@H](C2CCCCC2)C[C@@H](OCCCCO)O1
    40*	15	4	-5	67*	11	9	30	7	11	69*
#19 Cc1ccc(Cl)cc1N1CCN(c2cccc[n+]2C)CC1
    6	2	3	-16	3	15	-10	0	-3	18	3
#20 CCOc1ccc2nc(NCCCNS(=O)(=O)c3ccc(C)cc3)c(C#N)cc2c1
    .	-7	5	6	-10	-2	-12	.	7	2	16
#21 Cc1cc(S(=O)(=O)N2CCCC2)ccc1OCC(=O)Nc1ccc(C(N)=O)cc1
    -20	-21	0	7	8	6	-4	-28	-4	13	23
#22 COc1cccc(NC(=O)Cn2c(=O)n(C)c(=O)c3sc4c(c32)COC(C)(C)C4)c1
    14	6	7	-6	-30	-10	10	-2	0	-3	-1
#23 CC(=O)c1c(C)oc(C)c1CSCc1ccc(C(=O)O)o1
    -3	30	3	-9	-10	10	-16	-7	5	26	.
#24 CCC(C)(C)NC(=O)C(c1cccnc1)N(CCOC)C(=O)Cn1nnc2ccccc21 (stereo not drawn)
    5	17	-10	2	4	-4	0	-7	-3	-8	-22
#25 Cc1cccc(C)c1NC(=O)CSc1nc(C)c(CC(=O)c2ccc(Br)cc2)c(C)c1C#N
    -4	-30	4	-8	17	-8	-11	3	-7	21	12
#26 CC(=O)Nc1ccc(CNc2nc3cc(-c4ccc(F)cc4)sc3c(=O)n2C)cc1
    -6	-66	.	.	4	-40	-42	-22	-2	2	-5
#27 Cc1c(/C=N/NC(=O)c2sc3ccccc3c2Cl)cnn1C
    -11	6	0	-3	-60	10	5	-13	2	18	-7
#28 CC(C)c1cc(CN2C(C)COCC2C)cc(C(C)C)c1O (stereo not drawn)
    0	-9	-2	-8	3	-1	4	4	-14	-1	6
#29 CSc1nnc(NC(=O)c2cc(=O)c3cc(C)cc(C)c3o2)s1
    2	15	-1	-8	-13	17	9	6	-4	6	-4
#30 c1cncc(-c2nnc3n2CCC3)c1
    9	-1	-3	-4	-25	5	1	22	2	-15	0
#31 CCC(C)OC(=O)c1[nH]c2c(c1C)C(=O)CC(c1ccc(N(C)C)cc1)C2 (stereo not drawn)
    -5	-50	-23	7	13	-11	-38	-24	4	-14	0
#32 O=C(NCc1ccco1)c1cc(-c2ccccc2)c(N2CCOCC2)s1
    16	-1	-5	-2	0	22	-4	0	-5	-8	0
#33 O=C1[C@@H]2[C@H](C(=O)N1O)[C@H]1C=C[C@@H]2C1
    10	13	-3	-11	-11	10	6	-6	7	-2	-24
#34 Cc1cc(=O)[nH]c(-n2nc(C)cc2C)n1
    16	-1	-1	14	9	-5	-22	13	0	-8	0
#35 CCOC(=O)N1CCC(N(CCN(C)C)C(=S)Nc2ccc(F)c(Cl)c2)CC1
    -15	8	5	0	-7	9	9	10	-7	-3	4
#36 O=C1CC(C(F)(F)C(F)(F)C(F)(F)F)=Nc2ccccc2N1
    9	20	-1	-12	8	5	-6	-31	-9	-5	.
#37 CCOC(=O)C1=C(COC(=O)c2ccc(OC)c(OC)c2OC)NC(=O)NC1C (stereo not drawn)
    19	16	5	2	-2	-16	-30	-13	-5	2	-14
#38 COc1ccccc1OCC(=O)N1CCNC1=O
    10	8	4	10	2	-4	-1	-12	1	-2	.
#39 O=C(CN1NS(=O)(=O)c2ccccc2C1=O)Nc1ccccc1OC(F)F
    4	-5	-10	2	-3	17	3	-29	2	5	-11
#40 Cc1cccc(CN2CCc3c([nH]c4ccccc34)C2C(C)(C)C)n1 (stereo not drawn)
    8	3	10	0	7	-6	-15	7	2	5	-2
#41 CCCCN1C(N)=NC[C@@H]1c1ccccc1
    13	-5	4	0	-10	0	3	11	-8	-4	-5
#42 O=S(=O)(CCN1CCSCC1)c1ccccc1
    15	-6	-6	-18	-14	17	-2	22	-4	-10	12
#43 COc1ccc(CCNC(=O)Cn2cccc2C(=O)c2ccccc2C)cc1OC
    -14	-11	5	-3	1	14	15	6	-9	-9	2
#44 CCOc1ccc(NC(=O)CN(C)C(=O)/C=C/c2ccco2)cc1OCC
    2	9	-2	0	-7	1	-7	-5	10	7	-3
#45 Cc1cn([C@H]2C[C@H](O)[C@@H](CCC(=O)NCCc3c[nH]c4ccccc34)O2)c(=O)[nH]c1=O
    17	-3	-6	6	-5	4	9	3	-1	-3	.
#46 Cc1ccc(-c2nc3ccc(Br)cn3c2Cc2cccc(F)c2)cc1
    -44	-101	.	.	-24	-83	-100	-32	0	23	6
#47 C[C@]12CC[C@@H]3c4ccc(O)cc4CC[C@H]3[C@@H]1C[C@@H](O)[C@@H]2O[C@@H]1O[C@H](C(=O)O)[C@@H](O)[C@H](O)[C@H]1O
    16	-26	1	12	4	6	-15	-1	-7	-7	-1
#48 O=C(COc1ccc(F)cc1Cl)NC1CCCCCC1
    -18	-112	-29	-11	-47	-66	-155	-33	-13	11	-3
#49 O=C(c1cc(Cl)cc(Cl)c1)N1CCC(=O)N(C(COCc2ccccc2)Cc2ccccc2)CC1 (stereo not drawn)
    6	-12	35	-3	-13	14	-3	16	-1	11	-14
#50 C=CCOc1ccc(S(C)(=O)=O)cc1
    -1	-7	2	-9	-2	-16	12	-5	-3	-2	14

More results.
Results follow in this order: COUP-TFII inh	NR5A2 inv ag	EBV LMP1 NFkB	TLR9-MyD88 inh	TROY NFkB inh	SRC3 inh	NCOA1 inh	SRC2 inh	NOD2 RIPK2 PPI	C8 TRAIL sens	Vif inh
#51 O=C(N/N=C\c1cccs1)c1sccc1-n1cccc1
    -13	6	2	5	-15	-4	-21	3	-6	1	3
#52 CCC(=O)Nc1ccc(-c2ccc(NC(=O)CC)c(OC)c2)cc1OC
    -9	8	5	-2	-1	4	-7	4	-2	-1	-3
#53 O=C(Nc1ccc(F)cc1)Nc1nnc(-c2ccco2)s1
    -25	-107	-20	-4	-29	-66	-73	-40	2	4	-11
#54 O=C(COC(=O)/C=C/c1ccccc1[N+](=O)[O-])NC1CCS(=O)(=O)C1 (stereo not drawn)
    8	10	-5	-4	-5	-20	-4	-16	-2	-1	0
#55 O=C(c1ccccn1)N(Cc1ccco1)C1(C(=O)NC2CCCCC2)CCCCC1
    -3	-2	-2	-10	-14	2	5	-15	-2	9	7
#56 CC(C)c1c(C(=O)N/N=C/c2ccccc2C(=O)O)nnn1-c1nonc1N
    13	0	3	1	1	1	4	-12	-9	19	-4
#57 CC(Sc1nnnn1C)C(=O)Nc1ccc2c(c1)OCCO2 (stereo not drawn)
    -17	-20	-13	0	-22	-3	1	-7	1	0	-5
#58 COc1ccc(OCc2cc(C(=O)N(C)CCC3CCOCC3)no2)c(Cl)c1
    -11	-19	-23	7	-40	-46	-35	-29	-3	3	1
#59 CCCC1CCc2c(sc(NC(=O)c3cccs3)c2C(N)=O)C1 (stereo not drawn)
    2	-22	-15	6	-57	3	-13	-1	-7	40	6
#60 CSCC[C@H](NC(=O)Cc1c(C)c2c(cc(C)c3c(C)coc32)oc1=O)C(=O)O
    -5	10	4	-9	0	-5	1	-29	-5	-1	10
#61 COc1ccc(N=C2SC(CC(=O)Nc3ccccc3)C(=O)N2CCN2CCOCC2)cc1 (stereo not drawn)
    -4	-13	0	-11	-1	1	-18	-1	1	-9	1
#62 N#Cc1nc(Cc2cccc3ccccc23)oc1NCc1ccco1
    4	-14	-7	-10	-19	-9	-7	-19	2	1	6
#63 O=C1C=C(c2cc(F)ccc2F)C[C@@H](c2ccc(F)cc2)C1
    -11	1	2	-2	-13	7	2	-21	5	-3	-4
#64 CCOCCCNCc1ccc(OCc2ccccc2C)c(OC)c1
    -27	6	-6	-8	-3	14	-10	17	-2	-12	-3
#65 CC1Cc2nc(SCC(N)=O)n(Cc3ccccc3)c(=O)c2S1 (stereo not drawn)
    -5	10	4	-3	-14	-4	10	14	-3	-5	-1
#66 Cc1cc(N2CCN(C)CC2)ccc1NC(=O)c1ccc(-c2ccc(Cl)cc2)o1
    14	-3	-1	3	80*	-6	4	19	8	33	4
#67 COc1ccc(C2C=C(C)Nc3nc(SC)nn32)cc1 (stereo not drawn)
    -6	-14	-3	-17	-6	-19	-123	-5	4	-10	4
#68 O=C(COC(=O)c1cnccn1)NC(=O)c1ccccc1
    3	3	-3	3	-8	-15	0	-20	-9	4	4
#69 Cc1cc(C)n(CC(=O)N2CCc3ccccc32)c(=O)c1C#N
    -9	-7	-8	-4	17	1	7	4	-5	-39	1

Source: PubChem BioAssay
